# Compound activity from PubChem BioAssay.
# H9c2 TAG inh = inhibitors of triacylglycerol accumulation; H9c2 cells, Nile Red lipid (TAG) fluorescence; cells loaded with 200 µM oleic acid; inhibition, % at 12.5 µM; 0.66% of 230,000 active; AID 651582;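 active = pattern-corrected inhibition of lipid staining of at least 50% with the nuclear-stain viability signal not falling by more than 50%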;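 also: 0% = DMSO wells and 100% = triacsin C control wells; some results filed as inactive read as strong as hits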
# H9c2 TAG inh DAPI viability = recorded beside H9c2 TAG inh, whose call it bears; DAPI nuclei signal change (viability), lower = more cytotoxic, %;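 whole-well DAPI fluorescence read on a plate reader as a viability signal; minus 50 percent equals half of cells still viable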
# An asterisk follows results filed as active. Some of the compounds tested; the hit share may differ from the screen's.
SMILES,H9c2 TAG inh,H9c2 TAG inh DAPI viability
COc1ccc(NC(=O)C2(C)CCN2C(=O)C(C)C)cc1F (stereo not given),-2,4
COCc1ccc([C@@H]2C[C@H]3CN(Cc4cccnc4)C(=O)[C@]34CCCN24)o1,8,-6
OC(CNCc1ccccc1)COc1ccccc1 (stereo not given),25,6
Cc1cnc(C(=O)OCC(=O)N(Cc2ccccc2)C(C)C)cn1,1,-5
Cc1nnc(SCC(=O)Nc2c(C)n(C)n(-c3ccccc3)c2=O)n1Cc1ccccc1,-8,2
OCC1(Cc2ccc(Cl)cc2)CCN(Cc2ccccc2F)CC1,11,13
COc1ccc(C(=O)NC(C(=O)NCc2ccccn2)C(C)C)cc1 (stereo not given),5,15
O=C(COc1ccc(Cl)cc1)N(Cc1ccccc1)c1ccccn1,-16,-5
Cc1cc(/C=C\c2ccc3cc(N(C)C)ccc3[n+]2C)c(C)n1-c1ccccc1,-110,-35
COc1ccc(CNC(=O)c2ccccc2C(=O)O)cc1,3,-2
CCC(C)NC(=O)C1CN(S(=O)(=O)c2ccccc2)CCN1S(=O)(=O)c1ccccc1 (stereo not given),13,-14
COc1ccc(-c2nc3ccncc3[nH]2)cc1OC,6,-2
COc1ccc(NC(=O)c2cc(C3CC3)nc3c2cnn3C(C)C)cc1OC,12,2
Cc1ccc(N2CC(C(=O)Nc3ccccn3)CC2=O)cc1 (stereo not given),5,-12
c1ccc2c(c1)[nH]c1ccncc12,-21,-1

# Random excerpt: 4 compounds from above, in no set order.
SMILES,H9c2 TAG inh,H9c2 TAG inh DAPI viability
Cc1nnc(SCC(=O)Nc2c(C)n(C)n(-c3ccccc3)c2=O)n1Cc1ccccc1,-8,2
c1ccc2c(c1)[nH]c1ccncc12,-21,-1
OCC1(Cc2ccc(Cl)cc2)CCN(Cc2ccccc2F)CC1,11,13
OC(CNCc1ccccc1)COc1ccccc1 (stereo not given),25,6

# (listing goes on)
SMILES,H9c2 TAG inh,H9c2 TAG inh DAPI viability
CCOc1ccc(CN2CCCC(N3CCN(c4ccc(OC)cc4)CC3)C2)cc1 (stereo not given),1,8
CCCCSc1ncnc2c1ncn2C1CCCCO1 (stereo not given),1,3
COc1ccc(S(=O)(=O)NC(=O)C2(C)CCN2C(=O)Cc2cc(F)ccc2F)cc1 (stereo not given),7,-4
CCCc1nnc(SCC(=O)N2CCCC2)n1Cc1ccco1,-7,-3
CN(C)CC(C)(C)CNC(C(=O)Nc1ccc(Cl)cc1C(F)(F)F)c1ccccc1 (stereo not given),2,14
CC1(C(=O)Nc2ccccc2Br)CCN1C(=O)Cc1ccccc1Cl (stereo not given),2,19
O=C(NCCc1ccc(C(F)(F)F)cc1)C1CCC(=O)N(CCc2cccc(F)c2)C1 (stereo not given),19,-10
CCN(CC)S(=O)(=O)c1cccc(NC(=O)COc2ncnc3sccc23)c1,9,2
CN1CC=C2C(C#N)=C(N)C(C#N)(C#N)C(c3cccc(Cl)c3Cl)C2C1 (stereo not given),-16,-3
OCC1(CO)COC(c2ccccc2)=N1,-15,8
O=C(NCCN1CCCC1=O)Nc1ccccc1,-4,6
COc1ccc(N2CC(NS(=O)(=O)c3cccs3)CC2=O)cc1OC (stereo not given),10,3
CCCCNC(=O)C1(NC(=O)Nc2ccccc2)CCCCC1,8,-5
CC1(C(=O)NS(=O)(=O)c2cccc(OC(F)F)c2)CCN1C(=O)Cc1cccs1 (stereo not given),4,-6
Cc1ccccc1NC(=O)CSc1nnc(NC(=O)c2ccco2)s1,18,-14
CN(C)c1ccc(C=c2c3ccccc3n3c2cc(-c2ccc(Cl)cc2)[n+]3C)cc1,11,-13
CCOC(=O)Nc1nnc(-c2cccc(OC)c2)s1,3,0
C[C@H](O)c1[nH]c2cc(F)ccc2c1[C@H](C)O,1,-10
Cc1ccc(S(=O)(=O)N2CCC[C@H]2C(=O)OCCN2C(=O)c3ccccc3C2=O)cc1,13,-9
CCn1nc(NC(=O)c2cccs2)c2cc3ccccc3nc21,-4,7
NS(=O)(=O)c1ccc(CCNC(=O)CSc2cccs2)cc1,2,3
CC(Sc1nnc(C(C)N(C)C)n1-c1ccc(Cl)cc1)C(=O)Nc1ccc2c(c1)OCO2 (stereo not given),9,5
COc1ccc(-c2cc3ccccc3n2CC(O)CN2CCOCC2)cc1 (stereo not given),-5,1
CCCCOc1ccc(C(=O)NCC(=O)NCC(c2ccco2)N2CCCCC2)cc1 (stereo not given),9,-7
CC(C)CC(N)c1csc(Nc2ccccn2)n1 (stereo not given),10,1
CCOC(=O)c1cn(CC)c2cc(F)c(F)cc2c1=O,1,3
CCC(=O)N1CCN(c2ccccc2NC(=S)NC(=O)c2ccco2)CC1,3,6
COc1ccc(Cl)cc1-n1c(C)cc(C=O)c1C,-7,7
CCOC(=O)Nc1ccc2c(c1)C(=NNC(N)=S)c1ccccc1-2,25,-8
COc1ccc(N2CCN(C(=O)c3ccc4c(=O)n(CC5CCCO5)c(=O)[nH]c4c3)CC2)cc1 (stereo not given),2,-14
CCOC(=O)Cn1nc(C)n(-c2c(C)cccc2C)c1=O,8,-3
N#Cc1nc(COc2ccccc2F)oc1NCc1ccc(F)cc1,9,-7
O=C(COC(=O)Cc1ccc(Cl)cc1)NCCc1ccccc1,-5,-5
O=C(Nc1ccccc1F)C(=Cc1sc(N2CCOCC2)nc1-c1ccccc1)C(=O)Nc1ccccc1F,26,-7
O=C(Nc1ccc(C(=O)O)cc1)/C(=C\c1ccc2c(c1)OCO2)NC(=O)c1ccco1,-9,5
CCOC(=O)C(=O)N(C)c1c(CC)nc2c(OCc3ccc(Cl)cc3)cccn12,0,-8
COC(=O)c1cc2nc(-c3ccc(OC)c(OC)c3)cc(C(F)(F)F)n2n1,19,25
COC(=O)/C=C1\S/C(=N/N=C/c2ccco2)NC1=O,-5,-17
O=C(Cn1[nH]c(=O)c2ccccc2c1=O)NCc1cccnc1,6,-18
CCc1nc(NCCN2CCOCC2)c(C#N)c2c1CCCC2,-28,0
Fc1ccc(Nc2nc(N/N=C/c3ccco3)nc(N3CCCCC3)n2)cc1,4,-15
CCOC(=O)C1CCN(c2c(-c3ccccc3)c3cc(Cl)ccc3[nH]c2=O)CC1,-24,16
CCN(CC)S(=O)(=O)c1ccc(N=N/C(C(C)=O)=C(/C)O)cc1,-14,8
CC/C(C)=N\N=C\c1c(O)n(CC)c2cc(C3=NNC(=O)CC3)ccc12,12,-7
COc1ccc(-n2ccnc(SCC(=O)NCc3ccc(C)cc3)c2=O)cc1Cl,14,1

# In the list so far, these have a thiophene ring, fused or not:
SMILES,H9c2 TAG inh,H9c2 TAG inh DAPI viability
CCN(CC)S(=O)(=O)c1cccc(NC(=O)COc2ncnc3sccc23)c1,9,2
COc1ccc(N2CC(NS(=O)(=O)c3cccs3)CC2=O)cc1OC (stereo not given),10,3
CC1(C(=O)NS(=O)(=O)c2cccc(OC(F)F)c2)CCN1C(=O)Cc1cccs1 (stereo not given),4,-6
CCn1nc(NC(=O)c2cccs2)c2cc3ccccc3nc21,-4,7
NS(=O)(=O)c1ccc(CCNC(=O)CSc2cccs2)cc1,2,3

# The listing continues.
SMILES,H9c2 TAG inh,H9c2 TAG inh DAPI viability
CC(OC(=O)c1ccc(Cl)c(S(=O)(=O)N2CCOCC2)c1)C(=O)Nc1ccc(S(N)(=O)=O)cc1 (stereo not given),-1,4
O=C(CSc1ccccc1F)NNC(=O)c1ccncc1,-2,-2
CN1CCN(C(=O)C2CCN(S(=O)(=O)c3ccccc3[N+](=O)[O-])CC2)CC1,3,-3
COc1ccccc1CNC(=O)COC(=O)Cc1cccc(F)c1,-27,1
CCc1ccc(OCC(=O)NNC(=O)Cc2ccc(S(=O)(=O)N3CCOCC3)s2)cc1,13,-4
CCOC(=O)c1ccc(N=Cc2cnc(N)nc2N)cc1,7,8
COc1cc2nc(=S)n(CCCN3CCOCC3)c(N)c2cc1OC,8,-7
CCOC(=O)C1=C(COC(=O)CC(C)c2ccccc2)NC(=O)NC1C (stereo not given),-9,-3
Cc1nn(-c2ccccc2)c(C)c1C(=O)OCC(=O)NC(=O)NC1CCCC1,9,-1
COc1ccccc1CNC(=O)COC(=O)c1ccc(S(=O)(=O)N2CCCC2)cc1,0,-6
O=C(CNc1cc(S(=O)(=O)N2CCOCC2)ccc1NCC1CCCO1)Nc1ccccc1F (stereo not given),-5,-3
Cc1ccc(C(=O)NCc2nnc(SCC(=O)NC(C)c3ccccc3)n2C)cc1 (stereo not given),11,3
Cc1cc(=O)c(C(=O)Nc2cccc(N3CCCC3=O)c2)nn1-c1ccccc1Cl,0,-7
CN(CCc1ccccc1)C(=O)c1ccc(NC(=O)Cc2ccc(NC(=O)C3CCN(C(=O)C4CC4)CC3)cc2)cc1,18,-1
S=C(Nc1cccc(Cl)c1)Nc1ccc2c(c1)OCCO2,-19,3

# Reprinted from the part before: 2 entries; new compounds follow.
SMILES,H9c2 TAG inh,H9c2 TAG inh DAPI viability
CN(CCc1ccccc1)C(=O)c1ccc(NC(=O)Cc2ccc(NC(=O)C3CCN(C(=O)C4CC4)CC3)cc2)cc1,18,-1
S=C(Nc1cccc(Cl)c1)Nc1ccc2c(c1)OCCO2,-19,3
COc1ccc(N2CCN(C(=O)c3ccc(CNc4c(N5CCOCC5)c(=O)c4=O)cc3)CC2)cc1,-5,31
Cc1cccc(C(=O)NCC(=O)N2CC=C(c3ccccc3)CC2)c1,-15,4
Cc1ccc(OCC(=O)Nc2ccc3c(c2)OCCO3)cc1C,-7,-4
Cc1cc(Cl)ccc1C(O)c1ncc(-c2ccc3ccccc3c2)[nH]1 (stereo not given),-20,8
CC1(C(=O)Nc2ccc3c(c2)OCCO3)CCN1Cc1csc2ccccc12 (stereo not given),-11,10
CC(C)c1nc(SCC(=O)Nc2cccc(S(N)(=O)=O)c2)n[nH]1,4,-1
O=C(NC1=NCCS1)c1ccc(Cl)c(S(=O)(=O)N2CCCC2)c1,-4,-11
O=C(NCC1CCCO1)c1nn2cccnc2c1Cl (stereo not given),-22,-10
O=C(CC1C(=O)NCCN1C/C=C/c1ccccc1)NCCc1cccnc1 (stereo not given),0,-6
COc1ccccc1NS(=O)(=O)c1ccc(C)c(NS(=O)(=O)c2cc(NC(C)=O)ccc2OC)c1,-13,-2
Cc1ccc(-c2cc(C(=O)Nc3ccc(S(=O)(=O)Nc4cc(C)on4)cc3)c3ccccc3n2)c(C)c1,19,-7
CCOC(=O)c1ccc(-c2c(-c3ccc4c(c3)OCO4)noc2-c2ccsc2)cc1F,7,-2
O=C(COC(=O)c1ccc(Cl)nc1)Nc1ccc(N2CCOCC2)cc1,2,-1
CC(=O)NS(=O)(=O)c1ccc(NC(=O)C(Sc2ccccc2)c2ccccc2)cc1 (stereo not given),3,3
O=C(NCc1ccccc1)c1cc(S(=O)(=O)N2CCCCC2)ccc1N1CCOCC1,7,5

# Individual results from above:
# Cc1ccc(-c2cc(C(=O)Nc3ccc(S(=O)(=O)Nc4cc(C)on4)cc3)c3ccccc3n2)c(C)c1 in H9c2 TAG inh shows 19
# Cc1cc(Cl)ccc1C(O)c1ncc(-c2ccc3ccccc3c2)[nH]1 (stereo not given) in H9c2 TAG inh shows -20
# COc1ccc(N2CCN(C(=O)c3ccc(CNc4c(N5CCOCC5)c(=O)c4=O)cc3)CC2)cc1 in H9c2 TAG inh shows -5
# CC1(C(=O)Nc2ccc3c(c2)OCCO3)CCN1Cc1csc2ccccc12 (stereo not given) in H9c2 TAG inh DAPI viability shows 10
# CCOC(=O)c1ccc(-c2c(-c3ccc4c(c3)OCO4)noc2-c2ccsc2)cc1F in H9c2 TAG inh DAPI viability shows -2

# (listing goes on)
SMILES,H9c2 TAG inh,H9c2 TAG inh DAPI viability
COC(=O)c1ccc(/C=C2/SC(=S)N(CCCC(=O)Nc3ccc(O)cc3)C2=O)cc1,16,-13
Cc1cc2nc(-c3cccnc3SCC(=O)NC(C)C)[nH]c2cc1C,16,7
C[C@H]1COC(=O)[C@H](Cc2ccc(F)cc2)C/C=C\C[C@H](CC(=O)NCCO)C(=O)N1,16,-1
CCN(CC)S(=O)(=O)c1cc(NC(=O)c2ccc(-n3cncn3)c([N+](=O)[O-])c2)ccc1C,-17,12
C#CCOCCOCCOCCNc1nc(N2CCN(C(=O)Cn3cc(CCO)nn3)CC2)nc(N2CCN(C(=O)Cn3cc(CC(C)O)nn3)CC2)n1 (stereo not given),10,0
COc1ccc(-c2onc(C)c2-c2ccc(C(=O)OC(C)C)o2)c(O)c1,2,1
COc1ccccc1N(C)S(=O)(=O)c1ccc(C(=O)NCC(c2ccco2)N2CCCCC2)cc1 (stereo not given),-6,-1
COc1ccccc1NC(=O)NNC(=O)CCc1ccccc1,3,7
CN1C[C@@H]2[C@@H]3C(=O)N(C)C(=O)[C@@H]3[C@](C)(C1=O)N2C(=O)c1ccc(Cl)cc1,-15,-4
O=S(=O)(Nc1ncnc2sc3c(c12)CCC3)c1ccc2ccccc2c1,-7,3
O=C(Nc1cccnc1)c1ccc(-c2ccc(Cl)cc2)o1,-1,2
CC(C(=O)Nc1nncs1)N1C(=O)C2C3C=CC(C3)C2C1=O (stereo not given),-19,6
CC(C)Oc1ccc(CC2CC(=O)NC2=O)cc1 (stereo not given),16,1
Cc1ccc(C(=O)Cn2nnc3ccccc32)cc1[N+](=O)[O-],8,-3
CCOC(=O)Cc1csc(NC(=O)c2ccc(S(=O)(=O)N(CCOC)CCOC)cc2)n1,1,-3
Cc1ccc(S(=O)(=O)N2CCN(C(=O)COC(=O)c3cnc(C)cn3)CC2)c(C)c1,-2,1
Cc1cccc(C(=O)Nc2nnc(-c3ccco3)o2)c1,16,-10
O=C(c1ccco1)N1CCN(C(=O)C2CC(c3ccc(F)cc3)=NO2)CC1 (stereo not given),2,-10
O=C(Cn1c(NCCO)nc2ccccc21)N1CCN(Cc2ccccc2)CC1,7,-8
Cc1ccc2c(c1)COc1c3ccc(C(=O)NCCO)cc3nn1-2,2,6
O=C(NCc1ccc2c(c1)OCO2)C1CCCCC1,-4,1
